Screening data: PubChem BioAssay, National Center for Advancing Translational Sciences (NCATS)
HT1080 IDH1KD tx: HT-1080 IDH1 knockdown cell toxicity (counter line). Potency, µM (top dose mostly 46.1 µM), for the others: top-dose activity, negative = toxicity, most hits filed as cytotoxic. hit rate 2% among 360,000. AID 686971. HT-1080 IDH1 knockdown viability, ATP luminescence, 48 h;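 further: potency means the concentration at half of the fitted maximal effect; 0% = DMSO wells and -100% = cell-free medium wells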
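IDH1KD HT-1080 cells, 750/well, RPMI + 5% FBS; compound pinned after 2 h settling; 48 h, 37 °C; CellTiter-Glo luminescence; % activity normalised to DMSO and no-cell wells; curves fitted, classed by r2 and efficacy.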
ATXN2 expr inh: ATXN2 expression inhibition | Potency, µM (series often up to 57 µM), inactives show top-dose activity change, negative = inhibition, usual class: inhibitors | hit rate 0.72% among 360,000 | HEK-293 ATXN2-luciferase reporter, luminescence, 24 h; further: potency means the concentration at half of the fitted maximal effect; on the % scale 0 is the no-effect control and ±100 the full control effect; nearly all actives have a fitted effect of over 55% in size
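ATXN2-luciferase reporter cells (luciferase flanked by upstream and downstream ATXN2 gene portions) were treated 24 h at 37 °C with compounds at up to 57 uM. SteadyGlo luminescence gave expression; GF-AFC fluorescence gave viability.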
KB-3-1 cytotox: KB-3-1 parental cell cytotoxicity; Potency, µM (top dose mostly 46.1 µM), inactives show at the highest dose activity change, negative = cytotoxic, usual class: cytotoxic; AID 1347075; KB-3-1 viability, CellTiter-Glo ATP luminescence, 72 h; hit rate 1.4% among 400,000; further: potency means the concentration at half of the fitted maximal effect; on the % scale 0 is the no-effect control and ±100 the full control effect; nearly all actives have a fitted effect of over 60% in size
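Multi-concentration cytotoxicity screen in KB-3-1 cells grown in DMEM lacking phenol red with 10% FBS. After 72 h at 37 °C with compound, ATP-dependent luminescence was recorded.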
SW480 rerep: inducers of DNA re-replication in SW480 colon cancer cells; AID 624297; Potency, µM (series often up to 46.1 µM), for the others: at the highest dose re-replication activation, usual class: activators; SW480 DNA re-replication, Hoechst DNA content imaging, 48 h; hit rate 1.8% among 340,000; further: potency means the concentration at half of the fitted maximal effect; % of control where 0% means no effect; nearly all actives have a fitted effect of over 55% in size
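Cells (250 per well) received 23 nL compound or DMSO by pin tool and were kept 48 hr at 37 C, 5% CO2. Nuclei were then stained with Hoechst for 40 min and scanned for DNA content.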
KB-V1 MDR tox: KB-V1 MDR subline cytotoxicity | hit rate 3.4% among 400,000 | Potency, µM (titrated, usually from 46.1 µM), for inactives: at the top dose activity change, negative = cytotoxicity, most hits filed as cytotoxic | KB-V1 MDR cells viability, CellTiter-Glo, 72 h; further: potency means the concentration at half of the fitted maximal effect; on the % scale 0 is the no-effect control and ±100 the full control effect; nearly all actives have a fitted effect of over 60% in size
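KB-V1 cells (P-gp-expressing MDR subline of KB-3-1) in phenol-red-free DMEM with 10% FBS were exposed to library compounds over a concentration series for 72 h at 37 degrees C. Viability read by CellTiter-Glo luminescence; concentration-effect curves fitted after normalization.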
IL-1B inflam inh: inflammasome signaling inhibition, IL-1 beta readout | THP-1 LPS/ATP IL-1B secretion, AlphaLISA, 16 h; stronger effect = lower value | hit rate 4.7% among 360,000 | activity change, % at 57.5 µM; in the data active means activity change below about -50%; inconclusive means mostly about -30% to -49%; further: on the % scale 0 is the no-effect control and ±100 the full control effect
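Secreted IL-1B measured by AlphaLISA bead assay after 16 h compound exposure of THP-1 cells; compounds (final up to 57.5 uM) added 1 h before LPS (250 ng/mL) and ATP (1.25 mM) stimulation; lower signal means less secretion.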
WRN inhibitor: WRN helicase (human) inhibition; hit rate 0.46% among 360,000; WRN helicase unwinding, fluorescent forked duplex, kinetic; Potency, µM (top dose mostly 114 µM), without a hit: at the highest dose activity change, negative = inhibition, most hits filed as inhibitors; Q14191; further: potency means the concentration at half of the fitted maximal effect; on the % scale 0 is the no-effect control and ±100 the full control effect; nearly all actives have a fitted effect of over 55% in size
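Screening of the MLSMR collection measured strand separation of a quenched forked DNA duplex (100 nM) by 20 nM WRN with 2 mM ATP, all final. Compounds were preincubated with enzyme 15 min at room temperature.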
MCF10A rerep: induces DNA re-replication in MCF 10a normal breast cells; MCF 10A DNA re-replication, Hoechst nuclear intensity, 48 h; Potency, µM (series often up to 46.1 µM), inactives show at the highest dose activity, positive = re-replication, usual class: activators; hit rate 2.9% among 350,000; AID 624296; further: potency means the concentration at half of the fitted maximal effect; % of control where 0% means no effect; nearly all actives have a fitted effect of over 50% in size
HT1080NT lethal: kills 2HG-producing HT-1080-NT fibrosarcoma cells. hit rate 1.6% among 360,000. HT-1080-NT fibrosarcoma viability, CellTiter-Glo ATP luminescence, 48 h. Potency, µM (highest dose often 46.1 µM), without a hit: at the top dose activity, negative = less viability, most hits filed as cytotoxic;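 further: NT is the 2HG producing partner of a matched IDH1 knockdown line; potency means the concentration at half of the fitted maximal effect; 0% = DMSO-treated cells and -100% = media-only wells without cells; nearly all actives have a fitted effect of over 55% in size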
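Fibrosarcoma NT cells, 750 per well in 5% FBS RPMI, were exposed to compound for 48 hours. Viability: CellTiter-Glo luminescence.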
* hit, by the source's call; ? = inconclusive; . = no result given; & = joins results of further samples; [ ] = remark or other dose. Unless noted, the call rests on the fitted dose curve; in most records, active means well fitted curve in the direction sought with a large enough effect; inconclusive means small, poorly fitted or top-dose-only effect, or another doubt; inactive means no such curve, though single readings can be large; an effect the other way counts as inactive or inconclusive.

mol	ATXN2 expr inh	KB-V1 MDR tox	MCF10A rerep	IL-1B inflam inh	KB-3-1 cytotox	SW480 rerep	HT1080 IDH1KD tx	WRN inhibitor	HT1080NT lethal
COc1ccc(NC(=O)CSc2nc(-c3ccncc3)nn2CC(=O)N2CCCC2)cc1	2%	-21%	-2%	6	0%	-2%	-3%	7%	-4%
CCNC(=O)N(C)c1c(CC)nc2ccc(C(=O)N3CCN(C(=O)c4ccco4)CC3)cn12	4%	3%	.	10	0%	.	0%	2%	2%
Cn1cnc(C(=O)N2CCN(c3ccccc3)CC2)c1C(=O)N1CCN(c2ccccc2)CC1	4%	1%	7%	29	4%	-2%	1%	-4%	-20%
Cn1nnnc1SCC(=O)Nc1ccc(Br)cc1Cl	12%	0%	-2%	-12	10%	-4%	8%	-14%	13%
NC(=O)c1ccc(NC(=O)COC(=O)/C=C/c2ccc3c(c2)OCO3)cc1	6%	16%	-2%	-1	0%	-5%	-4%	-9%	-14%
N/C(=N\OC(=O)c1cccs1)c1cccc([N+](=O)[O-])c1	83%[activator]	3%	3%	11	6%	-7%	6%	7%	-4%
COc1cccc(-c2nc(CS(=O)(=O)CC(=O)Nc3cc(F)ccc3F)c(C)o2)c1	?	-17%&-20%	0%	14	?	6%	-29%	-4%	-5%
COc1cccc(NC(=O)CN(Cc2ccccc2)S(C)(=O)=O)c1	-7%	?	2%	-9	9%	-1%	8%	-7%	4%
Cc1nc2nc(NC(=O)c3ccco3)[nH]n2c(=O)c1C	.	?	22%	9	2%	8%	4%	-5%	4%
Cc1ccc(NC(=O)c2cccs2)cc1S(=O)(=O)Nc1cccc(Cl)c1	-11%	-13%	?	-131*	0%	1%	-30%	-35%	-16%
CCC1=Nc2cc(C(=O)NCc3cccnc3)ccc2Sc2ccc(C)cc21	-24%	?	2.3µM*	61	?	3.7µM*	2.6µM*	-32%	2.3µM*
COc1ccc(CNC(=O)c2cccc3c2C(=O)N(CC2CCCO2)C3)cc1 (configuration not stated)	-5%	7%	0%	4	5%	-1%	1%	7%	14%
Cc1ccc(NC(=O)N2C3CCCC2CC(NC(=O)C(C)(C)C)C3)cc1 (configuration not stated)	.	-19%	-13%	-3	3%	0%	0%	0%	2%
COc1ccccc1CNC(=O)C(=O)NCC1OCCN1S(=O)(=O)c1ccc2c(c1)OCCO2 (configuration not stated)	0%	14%	-1%	9	0%	-9%	5%	-1%	1%
CCOc1ccc2[nH]c3nc(SCC(=O)NCC4CCCO4)nnc3c2c1 (configuration not stated)	7%	-22%	7%	19	-13%	-3%	-10%	-27%	3%
Cc1ccc2c(c1)nnn2C1CCN(S(=O)(=O)c2ccc(C(=O)NC3CCCC3)cc2)CC1	-16%	?	-3%	-21	0%	5%	-7%	-1%	-4%
O=C(CN1C(=O)NC(Cc2c[nH]c3ccccc23)C1=O)Nc1ccc(Br)cc1F (configuration not stated)	.	-4%	-4%	?	2%	-8%	-3%	7%	-7%
O=C(c1ccc(=O)[nH]c1)N(Cc1ccco1)C1(C(=O)NC2CCCCC2)CCCCC1	-19%	15%	9%	-6	1%	8%[9.22 µM]	6%	-6%	7%
C=Cc1ncc(OC)c2c1[nH]c1ccccc12	?	-6%	?	-107*	5.8µM*	?	?	1%	16µM*
Nc1ccc2nc(-c3ccc(-c4nc5ccc(N)cc5[nH]4)cc3)[nH]c2c1	.	-9%	-1%	-11	-2%	7%	-2%	-27%[11.6 µM]	0%
CC(=C\c1ccco1)/C=C(\C#N)C(=O)NCCc1c[nH]c2ccccc12	-6%	23µM*	?	?	-2%	5%	12%	-8%	-1%
COc1ccccc1C(=O)CC(=O)c1ccccc1	10%	-11%	-5%	7	?	2%	-12%	-9%	-19%
COc1cc(Cl)c(C)cc1NC(=O)CCNC(=O)c1ccco1	-10%	-20%	-7%	7	5%	-11%	7%	-30%	17%
Cc1cc(Br)ccc1NC(=O)CNC(=O)Cn1ncc(Cl)c(Cl)c1=O	4.7µM*	?	1.2µM*	-98*	5.2µM*	?	2.6µM*	-11%	3.7µM*
CCC(=O)N1N=C(c2ccc(NS(=O)(=O)c3ccc(C)cc3)cc2)CC1c1ccco1 (configuration not stated)	?	-17%	?	?	?	76%	?	-2%	?
CC(Nc1cc(N2CCN(S(C)(=O)=O)CC2)ccc1[N+](=O)[O-])c1ccccc1 (configuration not stated)	-4%	?	-12%	-52*	-6%	-5%	-5%	-14%	-1%
Cc1nc(-c2ccc(Cl)cc2)sc1C(=O)NN	?	-30%	16µM*	.	?	?	10µM*	8%	?
Cc1cc2c(cc1C)-n1nnnc1C(N1CCCC1)C(=O)N2 (configuration not stated)	.	-13%	.	3	9%	.	9%	7%	12%
CCN(c1cccc2ccccc12)S(=O)(=O)c1cccs1	0%	-6%	19%	-9	0%	6%	-9%	-1%	0%[9.24 µM]
CCC(=O)c1ccc2c(c1)N(CCCN(C)C)c1ccccc1S2	?	-30%	8%&1%	?	0%	?	23µM*	0%	23µM*
COCCNC(=O)c1cc2c(c(-c3cccc(-c4cccc(OC)c4)c3)n1)[C@H](CCO)N(S(=O)C(C)(C)C)C2 (some centres not stated)	-7%	15%	.	-20	0%	.	1%	2%	-3%
CCc1cc(Cl)c(OC)c(C(=O)NC[C@@H]2CCCN2CC)c1O	-19%&-26%&-6%	?	?	-7&-4	0%&0%	-8%&4%	?	6%&9%	?
COCC(C)NC(=O)c1cccc([N+](=O)[O-])c1 (configuration not stated)	-1%	1%	-8%	11	-10%	-16%	-1%	1%	-3%
CN1CC(=O)N(CC(=O)Nc2ccc(Cl)c(C(F)(F)F)c2)C1=O	3%	-3%	-6%	-1	7%	0%	0%	0%	2%
Cc1ccc(C(=O)COC(=O)c2ccc3c(c2)C(=O)N(c2cccc4ncccc24)C3=O)cc1	?	10%	?	14	0%	-3%	0%	-3%	-1%
O=S(=O)(NC1CCCCCC1)c1ccc(Br)s1	-23%	-19%	?	16	0%	9%[9.22 µM]	?	-11%	-26%
CC1=C(C(=O)OC(C)C)C(C)C(C(=O)OC(C)C)=C(C)N1	-17%	-14%	?	?	?	7%	3%	11%	6%
Cc1cc(C(=O)NNC(=O)c2cccc(N(C)C)c2)c(C)o1	0%	18%	0%	35	5%	7%	9%	10%	8%
CCCCOc1ccc(C(C)(O)CCN2CCOCC2)cc1 (configuration not stated)	1%	2%	16%	2	-2%	-2%	1%	-21%	-6%
CCN(CC)C(=O)C1=C(C)N(Cc2ccc(OC)cc2)C(=O)C(CC(=O)NC(c2ccccc2)c2ccccc2)C1 (configuration not stated)	-31%	?	.	?	-4%	.	-2%	-3%	-11%
CCN(CC)CCCN1C=C2C(=O)C(C)(OC(=O)C3CCCC3)C(=O)C(c3ccccc3)=C2C=C1CCCC(=O)OC (configuration not stated)	-1%	27%	?	9	2%	0%	-2%	-15%	1%
C=CCN=C1NN=C(c2ccc3c(c2)OCCO3)CS1	?	-8%	13%	6	4%	14%	-2%	-25%	-2%
O=C(NCc1ccc2c(c1)OCO2)C1CC(=O)N(CCc2ccc(Cl)cc2)C1 (configuration not stated)	8%	-28%	12%	-9	-4%	-10%	4%	-3%	1%
O=C1O[C@@H](c2ccccc2)C[C@@H](O)[C@H](O)CCc2ccccc21	8%	0%	.	36	9%	.	0%	-4%	14%
COc1ccccc1OCC(=O)N1CCCCCC1	.	2%	.	5	7%	.	-1%	6%	-1%
COc1ccc(NC(=O)Cc2c(C)n(C(=O)c3ccc(Cl)cc3)c3ccc(OC)cc23)cc1	5%	1%	-6%	27	5%	?	-1%	0%	5%
CC(=O)c1ccc(N=Nc2ccc(N(C)C)cc2)cc1	-30%	-5%	2%	?	-5%	5%	6%	-6%	3%
CN1CCCN(S(=O)(=O)c2ccc3c(c2)OCCO3)CC1	4%	20%&1%	-1%	-21	?	7%	9%	1%	10%
CCC(C)(C)n1nnnc1CN1CCC(c2nc3ccc(C)cc3[nH]2)CC1	-26%	-16%	24%	-5	-19%	?	?	-4%	-23%
CCC(NC(=S)NCc1ccc(F)cc1)c1ccc(C)cc1 (configuration not stated)	-36%	?	22%	?	?	?	?	0%	?
COc1cc(/C=N/n2c(SC)nnc(C(C)(C)C)c2=O)ccc1O	12%	12%	2%	6	19%	-50%[inhibitor]	1%	6%	3%
CS(=O)(=O)c1nc(S(=O)(=O)c2ccc(Cl)cc2)c(N2CCC(O)CC2)s1	.	12%	-9%	-58*	0%	-6%	3%	0%	0%

Reprinted from the listing, 2 compounds:
mol	ATXN2 expr inh	KB-V1 MDR tox	MCF10A rerep	IL-1B inflam inh	KB-3-1 cytotox	SW480 rerep	HT1080 IDH1KD tx	WRN inhibitor	HT1080NT lethal
COc1cc(/C=N/n2c(SC)nnc(C(C)(C)C)c2=O)ccc1O	12%	12%	2%	6	19%	-50%[inhibitor]	1%	6%	3%
CS(=O)(=O)c1nc(S(=O)(=O)c2ccc(Cl)cc2)c(N2CCC(O)CC2)s1	.	12%	-9%	-58*	0%	-6%	3%	0%	0%

3 of the entries above in order of their number in SW480 rerep, falling.
canonical_smiles	IL-1B inflam inh	SW480 rerep	WRN inhibitor
CN1CCCN(S(=O)(=O)c2ccc3c(c2)OCCO3)CC1	-21	7%	1%
CC(=O)c1ccc(N=Nc2ccc(N(C)C)cc2)cc1	?	5%	-6%
CCN(CC)CCCN1C=C2C(=O)C(C)(OC(=O)C3CCCC3)C(=O)C(c3ccccc3)=C2C=C1CCCC(=O)OC (configuration not stated)	9	0%	-15%
